TDP1 cell CPT: DT40-hTDP1 cell growth loss with CPT; chicken DT40 Tdp1-/-;hTDP1 cells + 20 nM CPT, ATP luminescence, 48 h; Potency, µM (series often up to 46.2 µM), inactives show top-dose activity change, negative = growth inhibition, hits mostly inhibitors; 12% of 420,000 active; AID 686979; further: nearly all actives have a fitted effect of over 55% in size
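Chicken DT40 Tdp1-/- cells stably complemented with human TDP1 were seeded at 400 cells/well in medium containing 20 nM camptothecin, exposed to pin-transferred compounds, and grown at 37 °C for at least 48 hr. Viability was read as ATP luminescence.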
KAT2A inh: blocks human GCN5L2 histone acetyltransferase. Q92830. GCN5L2 HAT assay, ThioGlo1 CoA-SH fluorescence. Potency, µM (titrated, usually from 58.9 µM), for inactives: at the top dose activity change, negative = inhibition, most hits filed as inhibitors. 0.21% of 390,000 active. AID 504327
Target sequence (Q92830 whole entry, looked up): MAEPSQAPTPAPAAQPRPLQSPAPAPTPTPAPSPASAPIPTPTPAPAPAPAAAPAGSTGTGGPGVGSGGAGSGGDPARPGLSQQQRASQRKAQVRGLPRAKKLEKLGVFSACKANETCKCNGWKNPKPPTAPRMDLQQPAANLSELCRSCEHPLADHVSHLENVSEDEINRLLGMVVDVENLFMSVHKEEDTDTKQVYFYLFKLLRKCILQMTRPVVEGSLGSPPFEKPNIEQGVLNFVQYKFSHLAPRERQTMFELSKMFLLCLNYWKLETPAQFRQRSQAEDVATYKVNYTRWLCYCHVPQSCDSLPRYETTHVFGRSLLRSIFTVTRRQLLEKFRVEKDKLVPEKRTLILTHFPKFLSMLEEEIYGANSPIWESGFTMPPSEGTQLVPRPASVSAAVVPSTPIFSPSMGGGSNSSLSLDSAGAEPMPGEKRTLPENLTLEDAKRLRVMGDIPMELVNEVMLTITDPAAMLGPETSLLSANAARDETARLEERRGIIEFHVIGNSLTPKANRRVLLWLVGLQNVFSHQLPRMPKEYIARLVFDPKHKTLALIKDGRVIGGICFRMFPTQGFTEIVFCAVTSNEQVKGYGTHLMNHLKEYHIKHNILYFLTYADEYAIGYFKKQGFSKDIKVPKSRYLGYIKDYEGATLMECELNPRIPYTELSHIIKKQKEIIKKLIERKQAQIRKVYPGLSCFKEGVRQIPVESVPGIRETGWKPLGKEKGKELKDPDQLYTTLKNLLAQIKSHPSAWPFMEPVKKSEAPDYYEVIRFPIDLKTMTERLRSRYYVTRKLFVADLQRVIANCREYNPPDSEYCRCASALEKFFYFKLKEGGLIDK
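qHTS, 1536-well. 20nM enzyme, pH 7.5 HEPES/EDTA/Tween-20 buffer; 15 min compound preinc., RT. Start: 75uM H3(1-25), 70uM AcCoA, 50uM ThioGlo1. Read Ex340/Em540 at t=0 (autofluorescence flag) and t=20 min.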
FEN1 inh: blocks human flap endonuclease 1; P39748; Recombinant FEN1 flap cleavage, fluorescence, 15 min; AID 588795; Potency, µM (highest dose often 114 µM), inactives show at the highest dose activity change, negative = inhibition, most hits filed as inhibitors; 0.35% of 390,000 active; further: nearly all actives have a fitted effect of over 65% in size
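Quantitative HTS format: each compound was titrated, incubated with 10 nM nuclease for 15 min at room temperature, then challenged with flap substrate at 50 nM final. Signal change over 15 min gave concentration–effect curves.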
Active calls of the source: *; ? = inconclusive; nt = not tested or not shown; [ ] = another dose, or the depositor's remark. The call rests on the fitted dose curve; in most records, active means well fitted curve in the direction sought with a large enough effect; inconclusive means small, poorly fitted or top-dose-only effect, or another doubt; inactive means no such curve, though single readings can be large; an effect the other way counts as inactive or inconclusive. On the % scale 0 is the no-effect control and ±100 the full control effect; potency means the concentration at half of the fitted maximal effect.

#	Compound	TDP1 cell CPT	KAT2A inh	FEN1 inh
1	COc1cccc(N2CC(O)Cn3c2nc2c3c(=O)[nH]c(=O)n2C)c1 (stereo unspecified)	-18%	1%	-1%
2	Cc1sc2nc(C3CC3)nc(NCCNS(C)(=O)=O)c2c1C	-14%	-8%	-15%
3	Cc1cc(C(=O)N2CCCC(C(=O)c3cccc(C(F)(F)F)c3)C2)nc(C)n1 (stereo unspecified)	3%	-3%	14%
4	CC(=O)NC(Cc1c[nH]c2ccccc12)C(=O)O (stereo unspecified)	-4%	0%	0%
5	NS(=O)(=O)c1ccc(CCNc2nc3c(-c4cccc(F)c4)nnn3c3ccccc23)cc1	?	-11%	1%
6	CCCCOc1ccc(NC(=O)C(=O)NCCCn2ccnc2)cc1	?	-7%	4%
7	CSCCC(NC(=O)c1ccccc1Cl)C(=O)NCC(c1cccs1)N(C)C (stereo unspecified)	-4%	1%	-3%
8	O=c1c2nnn(-c3ccccc3)c2ncn1C/C=C/c1ccccc1	-25%	0%	6%
9	CCN(c1ccccc1)S(=O)(=O)c1ccc(C(=O)Nc2cc(C)ccn2)cc1	16µM*	1%	-15%
10	COc1ccc(N(CC(=O)Nc2ccc(S(=O)(=O)N3CCOCC3)cc2)S(=O)(=O)c2ccc(F)cc2)cc1	?	-16%	-3%
11	O=C(NN=C1CCCC1)c1cc(Cl)cc(Cl)c1O	-9%	-10%	9%
12	O=C(CN(C1CC1)S(=O)(=O)c1ccc(S(=O)(=O)N2CCCCCC2)cc1)Nc1ccccc1	-9%	4%	-3%
13	Clc1ccc(-c2nnsc2SCc2ccccc2)cc1	-7%	-5%	9%
14	O=C(COC(=O)c1cc(-c2ccco2)nc2ccccc12)NCc1ccc2c(c1)OCO2	-9%	-8%	1%
15	CCc1sc(C(=O)NCc2cc(C)n(C)n2)cc1Br	?	-1%	1%
16	Cc1ccc(-n2nc3c(=O)n(CCCC(=O)NCCN4CCN(C)CC4)nc(C)c3c2C)cc1	3%	-3%	2%
17	Cc1ccc(C(=O)NCCSc2c[nH]c3ccccc23)cc1C	?	-1%	-5%
18	CCOC(=O)c1ccc(N2CN(CCc3ccccc3)CNC2=S)cc1	16µM*	1%	-12%
19	CC(Sc1n[nH]c(N)n1)C(=O)Nc1cccc2ccccc12 (stereo unspecified)	?	0%	0%
20	O=C(CCC(=O)N1CCN(c2ccc(Cl)c(Cl)c2)CC1)c1ccccc1	21µM*	-9%	-19%
21	COc1cc(OC)cc(C(=O)Oc2c(Sc3ccccc3)c(C)nn2C(C)(C)C)c1	?	-13%	-23%
22	Cc1cc(Cl)ccc1OCC(=O)N(Cc1ccc(N(C)C)cc1)CC1CCCO1 (stereo unspecified)	?	-13%	-7%
23	COc1ccc(NC(=S)NC23CC4CC(CC(C4)C2)C3)cc1OC	?	-3%	2%
24	CCCn1nc(C(=O)Nc2cc(C(=O)OC)ccc2C)c2ccccc2c1=O	1%	-3%	-3%
25	Cc1ccc(S(=O)(=O)C2(C(=O)N3CCN(c4ccccc4F)CC3)CC2)cc1	-24%	0%	-5%
26	O=C(c1ccc2c(c1)N(Cc1ccc(Cl)cc1)C(=O)c1ccccc1S2(=O)=O)N1CCc2ccccc21	5.8µM*	-1%	9%
27	Cc1noc(C(=O)Nc2cccc(O)c2)c1Cl	-18%	-3%	-4%
28	Nc1ccc(C(=O)N2CCN(S(=O)(=O)c3ccc(Cl)cc3)CC2)cc1[N+](=O)[O-]	-66%	-1%	-6%
29	CCc1ccc(OCc2nc(-c3ccccn3)no2)c(Br)c1	?	-18%	-6%
30	COc1ccccc1N=Nc1c(C)n[nH]c1C	15%	-4%	5%
31	CCOC(=O)Cn1nnc2c(sc3nc4c(c(-c5ccccc5)c32)CCC4)c1=O	21µM*	-7%	-11%
32	Cc1ccc(S(=O)(=O)N2CCCN(c3nccc(C(F)(F)F)n3)CC2)cc1	5%	-3%	-27%
33	Cc1c(C(=O)N2CCCC2)oc2ccc(Br)cc12	-26%	-19%	9%
34	C=CCSc1nc2ccsc2c(=O)n1-c1cccnc1	-30%	-9%	0%
35	Cc1nn(C(=O)c2c(-c3ccccc3)noc2C)c(C)c1N=Nc1cc(C(F)(F)F)cc(C(F)(F)F)c1	-2%	20%	-3%
36	COc1ccc(NS(=O)(=O)c2cc(NC(=O)c3ccc(S(=O)(=O)N(C)C)cc3)ccc2N2CCOCC2)cc1	-1%	-15%	-21%
37	CN1CCN(C(=O)N2c3ccccc3CCc3ccccc32)CC1	18%	3%	1%
38	COc1ccc(NC(=O)CSc2nc3cc(OC)c(OC)cc3c3nc(-c4ccccc4)nn23)cc1Cl	25%	-1%	-3%
39	CCOc1cccc2sc(=NC(=O)c3ccco3)n(CC(=O)OC)c12	?	-6%	-15%
40	CCCNC(=O)Cc1c(O)c2ccccc2[nH]c1=O	-8%	1%	0%

Compound profiles (already shown). Values in the order: TDP1 cell CPT	KAT2A inh	FEN1 inh
`C=CCSc1nc2ccsc2c(=O)n1-c1cccnc1` is listed with -30%	-9%	0%
`COc1ccc(NC(=O)CSc2nc3cc(OC)c(OC)cc3c3nc(-c4ccccc4)nn23)cc1Cl` is listed with 25%	-1%	-3%
`CCCNC(=O)Cc1c(O)c2ccccc2[nH]c1=O` is listed with -8%	1%	0%
`Cc1ccc(S(=O)(=O)N2CCCN(c3nccc(C(F)(F)F)n3)CC2)cc1` is listed with 5%	-3%	-27%
`CCOc1cccc2sc(=NC(=O)c3ccco3)n(CC(=O)OC)c12` is listed with ?	-6%	-15%

Going on with the list.
#	Compound	TDP1 cell CPT	KAT2A inh	FEN1 inh
41	CC1=C(C(=O)Nc2ccccc2C)C(c2ccc(C)o2)NC(=S)N1 (stereo unspecified)	-14%	2%	4%
42	Cc1ccc(NC(=O)COC(=O)Cn2nc(-c3ccc(F)cc3)oc2=O)cc1C	6%	-5%	12%
43	CCOc1ccccc1CN1CCNC(=O)C1CC(=O)NCCCn1cccn1 (stereo unspecified)	-5%	-22%	12%
44	Cc1cc2occ(CC(=O)N(C)CC(=O)Nc3ccc(F)cc3)c2cc1C	12µM*	2%	-8%
45	CCN(CC)Cc1c(C(=O)N/N=C/c2ccncc2)nnn1-c1nonc1N	9%	-14%	19%
46	O=c1c2sc(-c3ccccc3)cc2nc2n1CCC2	-38%	3%	-15%
47	CN(C)S(=O)(=O)N1CCC(Oc2ccc(C(=O)NC3CCOC(C)(C)C3)cc2)CC1 (stereo unspecified)	-13%	-20%	-6%
48	COC(=O)C1CCN(C(=O)COC(=O)c2ccc(=O)n(Cc3ccccc3)n2)CC1	-6%	0%	2%
49	Cc1cccc(-c2noc(CN(C(=O)C34CC5CC(CC(C5)C3)C4)C(C)C)n2)c1	?	-4%	-1%
50	COc1cc2c(Cc3ccccc3)cncc2cc1O	?	nt	2%

Another view of part of the listing above:
Fields – TDP1 cell CPT	KAT2A inh	FEN1 inh
[42] Cc1ccc(NC(=O)COC(=O)Cn2nc(-c3ccc(F)cc3)oc2=O)cc1C
    6%	-5%	12%
[43] CCOc1ccccc1CN1CCNC(=O)C1CC(=O)NCCCn1cccn1 (stereo unspecified)
    -5%	-22%	12%

Remaining list, next part
#	Compound	TDP1 cell CPT	KAT2A inh	FEN1 inh
51	S=C(c1c[nH]c2ccccc12)N1CCOCC1	?	-6%	-5%
52	CCOc1ccc(C(=O)/C=C/Nc2ccc(S(=O)(=O)Nc3onc(C)c3C)cc2)cc1	13%	?	1%
53	O=C(c1ccc(Br)o1)N(Cc1ccccc1)c1ccccn1	-18%	-5%	-3%
54	Cc1ccc(CN2CCC(CNC(=O)Nc3cccc(Cl)c3C)C2)cc1 (stereo unspecified)	?	-6%	-9%
55	N/C(=N\OC(=O)c1cccc(Cl)c1)c1ccccn1	0%	-1%	-1%
56	O=C(c1ccc([N+](=O)[O-])s1)N1CCc2ccccc2C1	?	-3%	-1%
57	Cn1nnnc1SCC(=O)NC1CCCc2ccccc21 (stereo unspecified)	7%	-3%	-5%
58	CCn1nnc2cc(C(=O)Nc3cc(S(C)(=O)=O)ccc3Cl)ccc21	1%	-25%	1%
59	Clc1ccc2c(NCCNC3CCCCC3)ccnc2c1	16µM*	nt	-19%
60	Cc1cc(C)cc(OCCNC(=O)c2cc(S(=O)(=O)N3CCOCC3)ccc2F)c1	?	-18%	-6%
61	CCc1ccc(NC(=O)CSCc2nc(N)nc(Nc3ccccc3CC)n2)cc1	15µM*	14%	-18%
62	N#C/C(=C\c1ccc(-c2ccc(Br)cc2)o1)C(=O)Nc1ccccc1O	-4%	1%	-31%
63	Clc1ccccc1N=Nc1ccccn1	-19%	nt	11%
64	COc1ccc(NC(=O)C(CC(=O)O)C(C)c2ccccc2)cc1 (stereo unspecified)	16µM*	-11%	-6%
65	Cc1cccc(N2CCN(C(=S)c3ccccc3)CC2)c1	5%	-7%	-3%
66	Cc1cccc(NC(=S)NCC(C)CSc2ccc(Cl)cc2)c1 (stereo unspecified)	?	-9%	?
67	NC(=O)CSc1nc2c(sc3ccccc32)c(=O)n1CCCC(=O)NCC1CCCO1 (stereo unspecified)	-20%	-7%	?
68	O=C(O)CC1SC(=Nc2cccc(C(F)(F)F)c2)NC1=O (stereo unspecified)	6%	-3%[0.501 µM]	9%
69	COc1cc(C(=O)NC2CCN(Cc3nnnn3Cc3cccs3)CC2)cc(OC)c1OC	-4%	0%	-19%
70	Nc1nc(-c2c(Cl)cccc2Cl)no1	3%	-2%	-1%
71	O=C(CCc1ccccc1)Nc1ccc2c(c1)OCCO2	-4%	-4%	-2%
72	CN1CCCC(OC(=O)CCCC(=O)OC2CCCN(C)C2)C1 (stereo unspecified)	0%	-4%	2%
73	Cc1ccc(C23CC4CC(CC(C(=O)N5CCOCC5)(C4)C2)C3)cc1	?	0%	-3%
74	COC(=O)c1ccc(-c2ncc(-c3cccc4ccccc34)o2)cc1	-22%	?	-8%
75	COc1ccc(C2=NN(C(=O)CSc3cn(C)c4ccccc34)C(c3ccc(OC)cc3)C2)cc1 (stereo unspecified)	?	-11%	10%
76	O=c1[nH]c2cc(Br)cnc2nc1/C=C(\O)c1ccc(F)cc1	?	8%	-4%
77	O=C1CCC/C=C\C[C@@H](CC(=O)N(CCO)Cc2ccccc2)C(=O)NCCO1	-3%	1%	16%
78	Cc1c(C)n(C)c2ccc(C(=O)NCCCN3CCN(c4ccccc4F)CC3)cc12	9.2µM*	-6%	8%
79	COc1ccc(CNCc2cccc(C)c2)cc1	-28%	4%	8%
80	NC(=O)c1c(NC(=O)c2cccnc2Cl)sc2c1CCCC2	-1%	-5%	2%
81	COc1ccc(-c2nc3scc(CCNS(=O)(=O)c4ccc(F)cc4C)n3n2)cc1	16µM*	-8%	5%
82	Cc1cc2ccccc2cc1C(=O)c1ccccc1	4%	nt	1%
83	O=C(Nc1cccc2ncccc12)c1cc(Br)ccc1Cl	-3%	-10%	8%
84	Cc1ccc(S(=O)(=O)CCC(=O)NCCc2ccc(Cl)cc2)cc1	-12%	2%	13%
85	Cc1ccc2nc3c(c(N)c2c1)CCN3C	?	-2%	?
86	CCOc1nc(C)ccc1-c1noc(-c2ccco2)n1	-1%	-4%	0%
87	O=C1c2[nH]nc(-c3ccccc3O)c2C(c2ccc(F)cc2)N1CCO (stereo unspecified)	?	3%	26%
88	COc1ccc(-c2oc(=O)c3cc(OC)c(OC)cc3c2C#CCCO)cc1	?	-3%	-22%
89	Cc1n[nH]c(=O)nc1N/N=C/c1ccco1	8%	-12%	0%
90	O=C(COc1cc(F)ccc1[N+](=O)[O-])NCC1CCCO1 (stereo unspecified)	-15%	2%	7%
91	Cc1cccc(CCNC(=O)C2CCN(c3ncnc4c3nc3n4CCCCC3)CC2)c1	3%	-5%	1%
92	Cc1cccc(Nc2ncnc(N)c2[N+](=O)[O-])n1	9.2µM*	-2%	7%
93	CCCCN1C(=O)CC(Sc2ncccc2C(=O)O)C1=O (stereo unspecified)	-8%	-5%	4%
94	N#Cc1ccc(-c2ccc(OCC(=O)NCCc3ccccc3)cc2)cc1	?	1%	3%
95	CCCCn1nc(C(=O)N(CC)CC(=O)Nc2c(F)cccc2F)c2ccccc2c1=O	?	-1%	12%
96	COc1ccccc1NC(=O)c1ccc([N+](=O)[O-])o1	13µM*	nt	-9%
97	CN(C)C(=O)c1ccc2c(c1)C1C3CCC(C3)C1C(c1ccccc1)N2 (stereo unspecified)	16µM*	-2%	-15%
98	Cc1[nH]c2c(C)cccc2c1CC(=O)O	2%	-3%	-8%
99	O=C(C1COc2ccccc2O1)N(Cc1cccnc1)c1nc2c(F)cc(F)cc2s1 (stereo unspecified)	-19%	-13%	-15%
100	CC(C)c1ccc(S(=O)(=O)N2CCN(C(=O)c3cc(-c4ccccc4)n[nH]3)CC2)cc1	?	-6%	-14%
101	CC(=O)Nc1ccc2[nH]ccc2c1	-7%	-5%	-11%
102	COc1ccc(Br)cc1C1Sc2ccccc2NC2=C1C(=O)c1ccccc12 (stereo unspecified)	?	-5%	-18%

Source: PubChem (National Center for Advancing Translational Sciences (NCATS))

An excerpt (hit frequency here may not be typical).
